# mut p53 react – mutant p53 pathway re-activators, primary screen, cell-based, SW480, luciferase, single point, HTS. 28,000 tested, 1.5% active. SW480 PUMA-promoter luciferase, p53 mutant reactivation. activation, % at 9.98 µM. AID 624151, 2012; in the data active = activation above about 52%; inconclusive = no clear call, values can overlap the other calls
# STK33 inh – STK33 kinase inhibitors, primary screen, biochemical, luminescence, ADP-Glo, MBP substrate; Serine/threonine-protein kinase 33 (Homo sapiens), Q9BYT3; inhibition, % at 12.5 µM; 27,000 tested, 0.44% active; AID 2322, 2010; in the data active = inhibition above about 20%; inconclusive = no clear call, values can overlap the other calls
# Target sequence (Q9BYT3 whole entry, looked up): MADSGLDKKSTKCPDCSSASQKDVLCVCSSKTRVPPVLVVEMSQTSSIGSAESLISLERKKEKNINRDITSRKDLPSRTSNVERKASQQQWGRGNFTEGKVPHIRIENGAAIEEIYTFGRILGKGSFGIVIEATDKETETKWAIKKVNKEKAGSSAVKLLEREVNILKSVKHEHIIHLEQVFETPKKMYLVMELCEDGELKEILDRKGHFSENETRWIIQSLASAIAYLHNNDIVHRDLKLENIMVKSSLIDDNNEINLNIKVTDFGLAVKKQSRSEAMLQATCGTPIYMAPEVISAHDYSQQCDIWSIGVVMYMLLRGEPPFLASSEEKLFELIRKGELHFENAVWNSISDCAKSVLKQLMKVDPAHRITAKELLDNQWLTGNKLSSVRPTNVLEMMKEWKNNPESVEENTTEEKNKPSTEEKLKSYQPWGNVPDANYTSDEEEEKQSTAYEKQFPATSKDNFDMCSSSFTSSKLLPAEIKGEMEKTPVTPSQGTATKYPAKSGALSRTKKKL
# * marks the source's active call; other numbers are inactive results; ? = inconclusive; nt = not tested or not shown. An excerpt; rates above refer to the full screens.
SMILES,mut p53 react,STK33 inh
C[C@@H]1CN([C@@H](C)CO)C(=O)c2cc(NC(=O)Nc3ccc4c(c3)OCO4)ccc2O[C@H]1CN(C)S(=O)(=O)c1ccc(F)cc1,-20,1
C[C@H](CO)N1C[C@H](C)[C@H](CN(C)C)Oc2ncc(C#CC(C)(C)O)cc2C1=O,4,nt
Cc1c(Cl)cccc1NC(=O)CSc1nnc(-c2cccc(Cl)c2)n1C,-6,-6
CCn1c(SCC(=O)Nc2cccc(SC)c2)nnc1-c1ccc(Br)cc1,-10,3
C[C@@H]1CN([C@@H](C)CO)C(=O)CCCn2nncc2CO[C@H]1CN(C)C(=O)Nc1ccc(N2CCN(C)CC2)cc1,-7,nt
CCN(CC(=O)Nc1c(C)cc(C)cc1C)S(=O)(=O)c1ccc2ccccc2c1,9,-6
C[C@H]1CN([C@@H](C)CO)C(=O)Cc2cc(NC(=O)Nc3ccc(C(F)(F)F)cc3)ccc2O[C@H]1CN(C)S(=O)(=O)c1cn(C)cn1,nt,0
Cc1ccccc1-c1ccc2c(c1)O[C@@H](CN(C)C(=O)Nc1ccc(F)cc1)[C@H](C)CN([C@@H](C)CO)S2(=O)=O,-36,nt
C[C@H]1CN([C@@H](C)CO)C(=O)c2cc(NC(=O)Cc3ccccc3)ccc2O[C@@H]1CN(C)C(=O)Nc1ccccc1,7,3
COc1ccc(S(=O)(=O)N(C)C[C@H]2Oc3ccc(NC(=O)c4ccncc4)cc3CC(=O)N([C@H](C)CO)C[C@H]2C)cc1,nt,3

# In the list so far, these contain an aryl thioether with sulfur outside any ring.
SMILES,mut p53 react,STK33 inh
Cc1c(Cl)cccc1NC(=O)CSc1nnc(-c2cccc(Cl)c2)n1C,-6,-6
CCn1c(SCC(=O)Nc2cccc(SC)c2)nnc1-c1ccc(Br)cc1,-10,3

# Next section.
SMILES,mut p53 react,STK33 inh
C[C@@H]1CN([C@H](C)CO)C(=O)c2cc(N(C)C)ccc2O[C@@H](C)CCCCO[C@H]1CN(C)C(=O)Nc1cccc2ccccc12,-19,nt
CCOC(=O)c1c(NC(=O)CSc2nc3ccccc3[nH]2)sc2c1CCCC2,-22,0
C[C@H]1CN([C@@H](C)CO)C(=O)c2cccc(NS(C)(=O)=O)c2O[C@H]1CN(C)S(=O)(=O)c1ccccc1,nt,1
Cc1noc(C)c1NC(=O)Nc1cccc2c1O[C@H](CN(C)Cc1ccc(C(F)(F)F)cc1)[C@@H](C)CN([C@@H](C)CO)C2=O,1,nt
COc1ccc(S(=O)(=O)Nc2cccc3c2O[C@H](CN(C)Cc2ccncc2)[C@H](C)CN([C@@H](C)CO)C3=O)cc1,-2,nt
Cc1noc(C)c1S(=O)(=O)Nc1ccc2c(c1)C(=O)N([C@@H](C)CO)C[C@H](C)[C@H](CN(C)S(=O)(=O)c1ccc(Cl)cc1)O2,nt,1
Cc1noc(C)c1S(=O)(=O)Nc1ccc2c(c1)CC(=O)N([C@@H](C)CO)C[C@H](C)[C@@H](CN(C)Cc1ccc(-c3ccccc3)cc1)O2,-3,-1
O=C(CSc1nnnn1-c1ccccc1)Nc1cccc2nsnc12,-10,4
C[C@H]1CCCCO[C@H](CN(C)S(=O)(=O)c2cccs2)[C@@H](C)CN([C@@H](C)CO)C(=O)c2cc(N(C)C)ccc2O1,1,nt
CC(C)NC(=O)Nc1cccc2c1O[C@H](CN(C)Cc1ccccc1)[C@H](C)CN([C@H](C)CO)C2=O,0,nt

# Of the compounds above, these contain an aryl methoxy group:
SMILES,mut p53 react,STK33 inh
COc1ccc(S(=O)(=O)N(C)C[C@H]2Oc3ccc(NC(=O)c4ccncc4)cc3CC(=O)N([C@H](C)CO)C[C@H]2C)cc1,nt,3
COc1ccc(S(=O)(=O)Nc2cccc3c2O[C@H](CN(C)Cc2ccncc2)[C@H](C)CN([C@@H](C)CO)C3=O)cc1,-2,nt

# Single records, from the list above.
# Profile of Cc1noc(C)c1NC(=O)Nc1cccc2c1O[C@H](CN(C)Cc1ccc(C(F)(F)F)cc1)[C@@H](C)CN([C@@H](C)CO)C2=O → mut p53 react: 1; STK33 inh: nt
# Profile of O=C(CSc1nnnn1-c1ccccc1)Nc1cccc2nsnc12 → mut p53 react: -10; STK33 inh: 4

# (further entries)
SMILES,mut p53 react,STK33 inh
C[C@H](CO)N1C[C@H](C)[C@H](CN(C)C(=O)Nc2cccc3ccccc23)Oc2ccc(NC(=O)C3CCCCC3)cc2CC1=O,nt,1
NC(=O)c1ccccc1NC(=O)COc1cccc2ccccc12,47,4
Cc1ccc(S(=O)(=O)Nc2ccc3c(c2)CC(=O)N([C@@H](C)CO)C[C@H](C)[C@H](CN(C)Cc2ccc(C(=O)O)cc2)O3)cc1,nt,0
C[C@H](CO)N1C[C@H](C)[C@H](CN(C)Cc2ccc(Oc3ccccc3)cc2)Oc2ccc(NC(=O)Nc3ccc4c(c3)OCO4)cc2C1=O,nt,4
C[C@@H]1CN([C@@H](C)CO)C(=O)c2cc(NC(=O)Nc3ccc(C(F)(F)F)cc3)ccc2O[C@H]1CN(C)C,-17,nt
C[C@H]1CN([C@@H](C)CO)C(=O)c2cc(NC(=O)Cc3cn(C)c4ccccc34)ccc2O[C@H]1CN(C)Cc1ccc(Cl)c(Cl)c1,nt,0
C[C@H]1CN([C@@H](C)CO)C(=O)Cc2cc(NC(=O)CCC(F)(F)F)ccc2O[C@@H]1CN(C)S(=O)(=O)c1ccc(Cl)cc1,-10,2
C[C@H]1CN([C@@H](C)CO)C(=O)c2cc(NS(=O)(=O)c3cn(C)cn3)ccc2O[C@H]1CN(C)C,-1,nt
Cc1noc(C)c1S(=O)(=O)N(C)C[C@H]1Oc2ccc(NS(=O)(=O)c3cn(C)cn3)cc2CC(=O)N([C@@H](C)CO)C[C@@H]1C,12,1
C[C@H](CO)N1C[C@H](C)[C@@H](CN(C)C(=O)Cc2ccccc2)OCc2cnnn2CCCC1=O,nt,-1
C[C@H](CO)N1C[C@H](C)[C@@H](CN(C)C(=O)Nc2ccc3c(c2)OCO3)Oc2ccc(NC(=O)C3CCCCC3)cc2CC1=O,19,nt
CC(=O)C(C#N)C(=O)Nc1ccc(OC(F)(F)F)cc1 (configuration not stated),nt,-2
C[C@@H]1CN([C@@H](C)CO)C(=O)c2cccc(NS(=O)(=O)c3ccc(Cl)cc3)c2O[C@@H]1CN(C)Cc1ccncc1,3,nt
Cc1ccc(S(=O)(=O)N(C)C[C@H]2OCCCC[C@@H](C)Oc3ccc(NS(=O)(=O)c4cn(C)cn4)cc3C(=O)N([C@H](C)CO)C[C@@H]2C)cc1,nt,2
Cc1ccccc1-c1noc(CCC(=O)Nc2cccc(C)c2C)n1,-2,0
C[C@H]1CN([C@@H](C)CO)C(=O)c2cc(-c3ccncc3)cnc2O[C@H]1CN(C)C(=O)c1ccccc1F,4,nt
COCCOC(=O)N1C(=O)[C@@]2(c3ccccc31)[C@H](C(=O)N1CCN(c3ncccn3)CC1)[C@H]1C(=O)O[C@H](c3ccccc3)[C@H](c3ccccc3)N1[C@@H]2c1ccc(O)cc1,nt,1
O=C1c2ccccc2S(=O)(=O)N1CCCCN1CCN(c2ncccn2)CC1,-3,nt
COCC#Cc1ccc2c(c1)O[C@@H](CN(C)C(=O)Nc1ccc(OC)cc1)[C@H](C)CN([C@@H](C)CO)S2(=O)=O,0,nt
C[C@@H]1CN([C@H](C)CO)C(=O)c2cc(NC(=O)Nc3ccc4c(c3)OCO4)ccc2O[C@H]1CN(C)C,3,nt

# Some of the entries so far, with values under each structure:
# Results follow in this order: mut p53 react	STK33 inh
CC(=O)C(C#N)C(=O)Nc1ccc(OC(F)(F)F)cc1 (configuration not stated)
 : nt	-2
Cc1ccc(S(=O)(=O)N(C)C[C@H]2OCCCC[C@@H](C)Oc3ccc(NS(=O)(=O)c4cn(C)cn4)cc3C(=O)N([C@H](C)CO)C[C@@H]2C)cc1
 : nt	2
COCC#Cc1ccc2c(c1)O[C@@H](CN(C)C(=O)Nc1ccc(OC)cc1)[C@H](C)CN([C@@H](C)CO)S2(=O)=O
 : 0	nt
COCCOC(=O)N1C(=O)[C@@]2(c3ccccc31)[C@H](C(=O)N1CCN(c3ncccn3)CC1)[C@H]1C(=O)O[C@H](c3ccccc3)[C@H](c3ccccc3)N1[C@@H]2c1ccc(O)cc1
 : nt	1

# The list continues:
SMILES,mut p53 react,STK33 inh
C[C@@H]1CN([C@@H](C)CO)S(=O)(=O)c2ccc(C3=CCCC3)cc2O[C@@H]1CN(C)Cc1ccncc1,-2,nt
COC(=O)C1=C(C)NC(C)=C(C(=O)OC)C1C,nt,-1
C[C@@H]1CCCCO[C@H](CN(C)C(=O)Nc2cccc3ccccc23)[C@@H](C)CN([C@H](C)CO)C(=O)c2cc(NS(=O)(=O)c3ccc(F)cc3)ccc2O1,nt,3
O=C(CSc1ncnc2sc3c(c12)CCCC3)N1CCC(c2noc3ccc(F)cc23)CC1,-12,2
Cc1c(NC(=O)COc2ccc(C(C)C)cc2)cccc1C(=O)O,36,-6
COc1ccc(CN(C)C[C@@H]2Oc3ccc(NC(=O)Cc4cn(C)c5ccccc45)cc3C(=O)N([C@H](C)CO)C[C@H]2C)cc1,-6,nt
C[C@H]1CN([C@@H](C)CO)C(=O)c2cc(NC(=O)NC3CCCCC3)ccc2O[C@@H]1CN(C)C(=O)Nc1ccccc1,0,nt
C[C@H]1CCCCO[C@H](CN(C)C(=O)CCCN(C)C)[C@@H](C)CN([C@@H](C)CO)C(=O)c2cc(NS(=O)(=O)c3cccs3)ccc2O1,-2,nt
CCCNC(=O)N(C)C[C@@H]1Oc2cc(-c3ccncc3)ccc2S(=O)(=O)N([C@@H](C)CO)C[C@@H]1C,0,nt
CN1CCc2cccc3c2[C@H]1Cc1ccc(O)c(O)c1-3,nt,24*
COc1ccc(NC(=O)Nc2ccc3c(c2)CC(=O)N([C@@H](C)CO)C[C@H](C)[C@@H](CN(C)S(=O)(=O)c2ccc(Cl)cc2)O3)cc1,nt,2
CCCc1ccc(-c2c(C)sc(N)c2C#N)cc1,-8,nt
COc1ccc(NC(=O)CNC(=O)c2ccc(F)cc2)cc1,6,0
C[C@H]1CN([C@@H](C)CO)C(=O)c2cc(N(C)C)ccc2O[C@@H]1CN(C)C(=O)Nc1ccc(F)cc1,-1,0
C[C@H]1CN([C@@H](C)CO)C(=O)CCCn2nncc2CO[C@H]1CN(C)S(=O)(=O)c1cccc(F)c1,nt,-3
Cc1ccc(S(=O)(=O)Nc2ccc3c(c2)C(=O)N([C@@H](C)CO)C[C@H](C)[C@@H](CN(C)Cc2ccc(C(=O)O)cc2)O3)cc1,nt,0
C[C@H]1CN([C@@H](C)CO)C(=O)c2cc(NC(=O)C3CC3)ccc2O[C@H]1CN(C)C(=O)NC1CCCCC1,6,0
Cc1noc(C)c1NC(=O)Nc1ccc2c(c1)C(=O)N([C@H](C)CO)C[C@H](C)[C@@H](CN(C)C(=O)NC(C)C)OCCCC[C@H](C)O2,0,nt
CC(NS(=O)(=O)c1ccccc1)C(=O)Nc1ccc(I)cc1 (configuration not stated),-10,-2
C[C@H](CO)N1C[C@H](C)[C@H](CN(C)C(=O)CC2CC2)Oc2ncc(C#C[C@@H](C)O)cc2C1=O,-2,nt
C[C@H]1CN([C@@H](C)CO)S(=O)(=O)c2ccc(C3=CCCCC3)cc2O[C@@H]1CN(C)S(=O)(=O)c1ccc(F)cc1,-48,nt
CC1CCCCN1Cc1nc(N)nc(Nc2ccc3c(c2)OCCO3)n1 (configuration not stated),-3,-1
O=C(CSC1CC(=O)N(c2ccccc2F)C1=O)Nc1ccc(Cl)cc1 (configuration not stated),0,-2
COCCOC(=O)N1C(=O)[C@@]2(c3cc(C#CCNC(N)=O)ccc31)[C@H](C(N)=O)[C@H]1C(=O)O[C@H](c3ccccc3)[C@H](c3ccccc3)N1[C@@H]2c1ccccc1OCCO,nt,-5
O=C(/C=C/S(=O)(=O)c1ccc(Cl)cc1)c1ccc(F)cc1,nt,7
Cc1ccc(S(=O)(=O)N(C)C[C@@H]2Oc3c(NC(=O)C4CCOCC4)cccc3C(=O)N([C@@H](C)CO)C[C@@H]2C)cc1,2,nt
COc1cccc(NC(=O)c2c(NC(=O)c3cccnc3)sc3c2CCC3)c1,19,3
Cc1csc(Nc2ccc(F)c(Cl)c2)[n+]1C(C)C,nt,-2
CC(Oc1ccc(Cl)cc1Cl)C(=O)Nc1cccc(NC(=O)c2ccc(Cl)cc2Cl)c1 (configuration not stated),4,1
CNC[C@H]1Oc2ccc(NC(=O)Nc3c(C)noc3C)cc2C(=O)N([C@@H](C)CO)C[C@H]1C,nt,-1
Cc1ccc(F)c(NC(=O)CSc2nnnn2-c2ccccc2)c1,-2,-1
C[C@H](CO)N1C[C@H](C)[C@H](CN(C)CC2CCCCC2)Oc2ccc(NC(=O)Cc3ccccc3)cc2CC1=O,1,0
C[C@H]1CN([C@@H](C)CO)C(=O)c2cc(C3=CCCCC3)cnc2O[C@@H]1CN(C)Cc1ccccc1F,0,nt
C[C@@H]1CN([C@@H](C)CO)C(=O)Cc2cc(NS(=O)(=O)c3ccc(F)cc3)ccc2O[C@H]1CN(C)S(=O)(=O)c1ccc(Cl)cc1,-3,nt
C[C@H](CO)N1C[C@H](C)[C@H](CN(C)C(=O)Nc2cccc3ccccc23)Oc2c(NS(=O)(=O)c3ccccc3)cccc2C1=O,-5,nt
O=C(CCc1ccc(O)cc1)c1c(O)cc(O[C@@H]2O[C@H](CO)[C@@H](O)[C@H](O)[C@H]2O)cc1O,18,?
COc1ccc(S(=O)(=O)N(C)C[C@H]2Oc3ccc(NS(=O)(=O)c4cn(C)cn4)cc3C(=O)N([C@H](C)CO)C[C@@H]2C)cc1,6,nt
O=C(CCCN1CCN(c2ccccn2)CC1)c1ccc(F)cc1,nt,-4
C[C@H]1CN([C@@H](C)CO)C(=O)Cc2cc(NC(=O)Nc3ccc4c(c3)OCO4)ccc2O[C@H]1CN(C)Cc1ccncc1,nt,4
c1ccc(CNc2ncnc3nc[nH]c23)cc1,nt,-8
Cc1ccc(S(=O)(=O)Nc2ccc3c(c2)C(=O)N([C@@H](C)CO)C[C@H](C)[C@H](CN(C)Cc2ccc4c(c2)OCO4)O3)cc1,nt,2
C=CC[n+]1ccc2ccccc2c1,nt,-2
